HT1080 IDH1KD tx = toxicity to HT-1080 IDH1 knockdown cells (counter line); HT-1080 IDH1 knockdown viability, ATP luminescence, 48 h; Potency, µM (top dose mostly 46.1 µM), for inactives: top-dose activity, negative = toxicity, actives largely listed as cytotoxic; 360,000 tested, 2% active; AID 686971;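 further: potency means the concentration at half of the fitted maximal effect; 0% = DMSO wells and -100% = cell-free medium wells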
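IDH1KD HT-1080 cells, 750/well, RPMI + 5% FBS; compound pinned after 2 h settling; 48 h, 37 °C; CellTiter-Glo luminescence; % activity normalised to DMSO and no-cell wells; curves fitted, classed by r2 and efficacy.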
HepG2 viability = HepG2 cytotoxicity, counter-screen for TGF-b inhibitors | 410,000 tested, 0.76% active | Potency, µM (titrated, usually from 46.1 µM), for inactives: at the top dose activity change, negative = cytotoxicity, actives largely listed as cytotoxic | HepG2 CAGA-GFP viability, ATP luminescence, 18 h; further: potency means the concentration at half of the fitted maximal effect; some results filed as inactive show a strong effect at the top dose
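CellTiter-Glo luminescence gave cytotoxicity after 18 hours at 37 degrees C. The cells were HepG2 CAGA-GFP in 1% FBS DMEM, stimulated with 500 pg/mL TGF-beta after compound addition. %Activity was normalised to no-cell wells (complete cell-killing) and DMSO (no toxicity), and curves were fitted and classified.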
HT1080-NT tox = kills 2HG-producing HT-1080-NT fibrosarcoma cells; AID 686970; HT-1080-NT fibrosarcoma viability, CellTiter-Glo ATP luminescence, 48 h; 360,000 tested, 1.6% active; Potency, µM (series often up to 46.1 µM), for the others: top-dose activity, negative = less viability, hits mostly cytotoxic;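 further: NT is the 2HG producing partner of a matched IDH1 knockdown line; potency means the concentration at half of the fitted maximal effect; 0% = DMSO-treated cells and -100% = media-only wells without cells; nearly all actives have a fitted effect of over 55% in size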
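Viability of the 2HG-overproducing fibrosarcoma line after 48 hours of compound exposure at 37 degrees C was determined by luminescence with CellTiter-Glo, and concentration-effect curves were then fitted and categorized.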
ATXN2 expr inh = inhibitors of ATXN2 expression; 360,000 tested, 0.72% active; HEK-293 ATXN2-luciferase reporter, luminescence, 24 h; Potency, µM (doses to about 57 µM), for inactives: at the highest dose activity change, negative = inhibition, usual class: inhibitors; further: potency means the concentration at half of the fitted maximal effect; on the % scale 0 is the no-effect control and ±100 the full control effect; nearly all actives have a fitted effect of over 55% in size
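qHTS (up to 57 uM final) was run with 24 h compound exposure of reporter cells at 37 °C. Each well was multiplexed: SteadyGlo luminescence measured ATXN2-luciferase expression after a fluorogenic Gly-Phe-AFC viability readout (25 uM final).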
KB-3-1 tox = kills parental KB-3-1 adenocarcinoma cells. AID 1347075. 400,000 tested, 1.4% active. KB-3-1 viability, CellTiter-Glo ATP luminescence, 72 h. Potency, µM (top dose mostly 46.1 µM), for the others: top-dose activity change, negative = cytotoxic, most hits filed as cytotoxic; further: potency means the concentration at half of the fitted maximal effect; on the % scale 0 is the no-effect control and ±100 the full control effect; nearly all actives have a fitted effect of over 60% in size
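Multi-concentration cytotoxicity screen in KB-3-1 cells grown in DMEM lacking phenol red with 10% FBS. After 72 h at 37 °C with compound, ATP-dependent luminescence was recorded.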
SW480 rerep = induces DNA re-replication in SW480 colon adenocarcinoma cells; SW480 DNA re-replication, Hoechst DNA content imaging, 48 h; Potency, µM (titrated, usually from 46.1 µM), for the others: at the top dose re-replication activation, usual class: activators; 340,000 tested, 1.8% active; further: potency means the concentration at half of the fitted maximal effect; % of control where 0% means no effect; nearly all actives have a fitted effect of over 55% in size
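Image-based read-out: total Hoechst fluorescence of nuclei (405 nm excitation, 500-530 nm emission), with hits raising the fraction of high-intensity nuclei. SW480 colon cells incubated 48 hr with compounds at 37 C.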
MCF10A rerep = induces DNA re-replication in MCF 10a normal breast cells | MCF 10A DNA re-replication, Hoechst nuclear intensity, 48 h | Potency, µM (doses to about 46.1 µM), for inactives: at the highest dose activity, positive = re-replication, actives largely listed as activators | 350,000 tested, 2.9% active | AID 624296; further: potency means the concentration at half of the fitted maximal effect; % of control where 0% means no effect; nearly all actives have a fitted effect of over 50% in size
ATXN viability = viability counter-screen for ATXN expression inhibitors | S2 cells (HEK-293 line with an ATXN2-luciferase reporter) viability, CellTiter-Fluor protease fluorescence, 24 h | Potency, µM (top dose mostly 56.7 µM), hits mostly cytotoxic | 400,000 tested, 0.49% active | AID 651635; further: potency means the concentration at half of the fitted maximal effect; nearly all actives have a fitted effect of over 40% in size
IL-1B inflam inh = inhibitors of inflammasome signaling (IL-1 beta secretion); activity change, % at 57.5 µM; THP-1 LPS/ATP IL-1B secretion, AlphaLISA, 16 h; hits give low values; 360,000 tested, 4.7% active; in the data active means activity change below about -50%; inconclusive means mostly about -30% to -49%; further: on the % scale 0 is the no-effect control and ±100 the full control effect
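Secreted IL-1B measured by AlphaLISA bead assay after 16 h compound exposure of THP-1 cells; compounds (final up to 57.5 uM) added 1 h before LPS (250 ng/mL) and ATP (1.25 mM) stimulation; lower signal means less secretion.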
* hit, by the source's call; i = inactive; ? = inconclusive; nt = no result given; & = joins results of further samples; [ ] = dose if it differs, or a comment. Unless noted, the call rests on the fitted dose curve; in most records, active means well fitted curve in the direction sought with a large enough effect; inconclusive means small, poorly fitted or top-dose-only effect, or another doubt; inactive means no such curve, though single readings can be large; an effect the other way counts as inactive or inconclusive.

SMILES	HT1080 IDH1KD tx	HepG2 viability	HT1080-NT tox	ATXN2 expr inh	KB-3-1 tox	SW480 rerep	MCF10A rerep	ATXN viability	IL-1B inflam inh
CN(C)c1nc(NC(C)(C)C)nc(NC(C)(C)C)n1	0%	2%	-3%	?	13%	-1%	-2%	i	24
c1nnc2c3c4c(sc3ncn12)CCC4	-25%	-11%	?	-25%	1%	3%	-14%	i	-3
CCOC(=O)C1CCN(Cc2ccc(-c3ccccc3)cc2)CC1	0%	6%	7%	6%	4%	-35%	6%	?	14
CC1=C(Nc2ccc(C(=O)O)cc2)C(=O)c2ccccc2C1=O	?	-59%	?	-13%	?	-8%	?	?	30
Cn1c(CN2CCN(c3ccc(Cl)cc3)CC2)nc2ccccc21	?	-26%	?	-14%	-11%	2%	?	i	-7
COc1cc(/C=N\NC(=O)c2ccc(C)nc2)ccc1OC(=O)c1ccco1	-1%	-22%	2%	nt	4%	1%	0%	i	0
CN(C(=O)c1ccc(NC(=O)Cc2ccc(NC(=O)C3CCN(C(=O)C4CCCC4)CC3)cc2)cc1)C1CC1	-8%	-3%	-3%	7%	?	-26%	3%	i	-71*
Clc1ccc(Cn2ncc3c(N4CCCC4)ncnc32)cc1	-1%[9.24 µM]	5%	-6%	-4%	6%	-3%	9%	i	?
Cn1c2ccccc2c2c(C(=O)NCCCN3CCCC3=O)cn(C3CCCCC3)c(=O)c21	-1%	2%	-4%	-1%	-4%	-1%	12%	i	-7
O=C(O)CC(CC(=O)N1CCN(C(=O)c2ccco2)CC1)c1ccccc1 (stereo not given)	7%	11%	-8%	-7%	6%	?	1%	i	33
O=Cc1cn(CCOc2ccccc2)c2ccccc12	-5%	-62%	-2%	nt	-17%	-6%	-10%	?	7
CC(C)C(=O)NC(=S)Nc1c(Cl)ccc2nsnc12	2%	-51%	3%	15%	5%	-12%	18µM*	i	15
O=c1[nH]nc(N2CCOCC2)c(=O)[nH]1	10%	-25%	9%	0%	7%	?	?	i	1
NC(=O)C1CCN(C(=O)C2CC(=O)N(Cc3ccccc3)C2)CC1 (stereo not given)	15%	-3%	15%	11%	7%	-9%	3%	i	3
CC(=O)c1ccc2c(c1)OCCOCCOCCO2	17%	-5%	?	-10%	?	1%	-1%	i	6
C#CCOCCOCCOCCNc1nc(N2CCN(C(=O)[C@H]([C@@H](C)O)n3cc(CCCCN)nn3)CC2)nc(N2CCN(C(=O)[C@H]([C@@H](C)CC)n3cc(CCCN=C(N)N)nn3)CC2)n1	4%	8%	-7%	2%	0%	-45%[inhibitor]	0%	i	-6
CC[C@H](C)[C@@H]1NC(=O)c2cc([N+](=O)[O-])cc(F)c2NCCCC[C@@H](C(N)=O)NC(=O)[C@H](CCCCN)NC1=O	13%	6%	10%	1%	-5%	-11%	-3%	i	10
CCCn1cc([C@@H]2C[C@H]3CN(Cc4cccc(Cl)c4)C(=O)[C@]34CCCN24)c(C)n1	-1%	-6%	-3%	10%	-9%	1%	2%	i	-22
O=C(NCCCn1ccnc1)c1cccc(S(=O)(=O)N2CCCCCC2)c1	-4%	-25%	-12%	-8%	-3%	0%	13%	i	33
O=C(c1cnn2ccccc12)N1CCCc2ccccc21	0%	24%	6%	7%	-1%	-5%	19%	i	38
Cc1ccc(C(CNC(=O)Nc2ccc(Cl)cc2)N2CCN(C)CC2)cc1 (stereo not given)	?	-19%	?	-16%	-25%	6%	15%	i	?
COC(=O)COc1ccc(NC(=O)C(c2ccccc2)c2ccccc2)cc1	2%	-20%	1%	nt	?	14%	-3%	?	-12
O=C(/C=C/c1ccc(F)cc1)NC(=S)Nc1ccccc1C(=O)NC1CCCCC1	4%	-17%	2%	-19%	-27%	?	?	?	-2
Cc1cccc(C)c1N=Cc1c(O)n(-c2nccs2)c(=O)c2ccccc12	1%	5%	-5%	-7%	-12%	1%	3%	?	-50*
O=C(c1ccc(CNS(=O)(=O)c2ccccc2)cc1)N1CCN(c2ccccn2)CC1	-10%	-30%	-14%	5%	-3%	1%	-5%	i	-13
Cc1ccc2[nH]c(C)c(CCNC(=O)c3cc4cc([N+](=O)[O-])ccc4oc3=O)c2c1	7%	-10%	8%	-17%	0%	nt	22%	i	0
CC(Sc1nc2ccccc2c(=O)n1Cc1ccco1)C(=O)c1ccccc1 (stereo not given)	12%	3%	7%	-1%	4%	10%	9%	i	2
C/C(=C\c1ccc(N)cc1)c1nc2ccccc2[nH]1	2%	-5%	1%	48%[activator]	14%	-13%	3%	i	?
CCN(CC)C(=O)CN(C#N)c1nc(Cl)nc(N(C)C)n1	-2%	-20%	-3%	?	?	15%	?	i	-63*
COc1ccc2c(c1)C=C(C(=O)NCc1cc(Br)ccc1OC)CO2	nt	-7%	nt	-21%	-17%	nt	nt	i	nt
CCn1c(C)nc2cc(C(=O)N/N=C(\C)c3ccccc3O)ccc21	-16%	-60%	-3%	nt	1%	-2%	3%	nt	0
C[C@@H]1NC(=O)c2cc([N+](=O)[O-])cc(F)c2NCCC[C@@H](C(N)=O)NC(=O)[C@H](CC(N)=O)NC1=O	16%	1%	3%	-1%	28%	-3%	-6%	?	24
O=C(COC(=O)[C@H](Cc1c[nH]c2ccccc12)NC(=O)c1ccc(Cl)cc1)Nc1ccc2c(c1)OCO2	?	1%	0%	2%	25%	17%	?	i	63
COc1ccc(C(=O)Nc2ccc(O)cc2C(=O)O)cc1	-4%	12%	-11%	-12%	-1%	-19%	-8%	i	2
Cc1c(-c2ccccc2)nc(-c2ccccc2)[nH]c1=O	12%	5%	10%	-3%	12%	0%	-56%[inhibitor]	i	0
CC1=C(C(=O)Nc2ccc(F)cc2)C(c2cccc(C)c2)n2nc(CCCO)nc2N1 (stereo not given)	0%	-2%	0%	1%	-9%	-8%	3%	i	14
Cc1ccc(OCCOC(=O)CCc2nc3ccccc3c(=O)[nH]2)cc1	9%	-11%	-2%	-3%	-7%	-16%	13%	i	-3
Cc1ccccc1NC(=O)CSc1nc2ccccc2c2nc(CCn3cncc3C)nn12	0%	5%&-7%	-3%	-5%&8%	-2%&1%	-4%	16%	?	-13
O=S(=O)(Cc1ccco1)Cc1nc(-c2ccc(Cl)cc2)cs1	-13%	-32%	-6%	-16%	-3%	-7%	3%	i	-12
COc1ccc(NC(=O)c2ocnc2C)cc1OC	-17%	-4%	8%	15%	23%	-6%	17%	i	3
c1cncc(-c2nnc3n2N=C(c2cccs2)CS3)c1	10%	-2%	12%	14%	6%	-7%	14%	i	-3
COc1ccc(C2=CC(=O)N(Nc3ccccc3)C2=O)cc1	16µM*	-151%	?	-27%	-12%	4.1µM*	?	i	-55*
COc1cc(C#Cc2ccc3cc(C(C)(C)O)oc(=O)c3c2)cc(OC)c1	-14%	-30%	?	-10%	7%	-2%	?	?	-5
O=C(Nc1ccccc1)C1Cc2c(-c3cccc(F)c3)ccnc2O1 (stereo not given)	-16%	-6%	4%	-12%	0%	nt	nt	i	-63*
CN(C)CCN(C(=O)c1ccc(Br)s1)c1nc2cc3c(cc2s1)OCCO3	-1%	19%	-2%	19%	8%	-6%	3%	i	8
Cc1ccc(CNC(=O)C2CCCN(C(=O)N(C)C)C2)cc1 (stereo not given)	6%	-9%	3%	-6%	1%	-11%	-4%	i	-5
COc1ccc(-c2nc(C#N)c(NC(C)C)o2)cc1	-3%	-3%	-1%	29%	6%	10%	9%	i	-50*
O=C1c2ccccc2C(=O)N1CCCCSc1nc2ccccc2c(=O)n1CCCN1CCOCC1	-17%	-4%	-18%	-20%	?	8%	27%	?	?
CSCC[C@H](NC(=O)CCCn1nnc2ccccc2c1=O)C(=O)O	12%	-4%	15%	1%	3%	2%	-1%	i	-10

10 entries from above, set out differently.
The line under a structure holds: HT1080 IDH1KD tx | HepG2 viability | HT1080-NT tox | ATXN2 expr inh | KB-3-1 tox | SW480 rerep | MCF10A rerep | ATXN viability | IL-1B inflam inh
- Cc1ccc(OCCOC(=O)CCc2nc3ccccc3c(=O)[nH]2)cc1
  9% | -11% | -2% | -3% | -7% | -16% | 13% | i | -3
- Cc1ccccc1NC(=O)CSc1nc2ccccc2c2nc(CCn3cncc3C)nn12
  0% | 5%&-7% | -3% | -5%&8% | -2%&1% | -4% | 16% | ? | -13
- O=S(=O)(Cc1ccco1)Cc1nc(-c2ccc(Cl)cc2)cs1
  -13% | -32% | -6% | -16% | -3% | -7% | 3% | i | -12
- COc1ccc(NC(=O)c2ocnc2C)cc1OC
  -17% | -4% | 8% | 15% | 23% | -6% | 17% | i | 3
- c1cncc(-c2nnc3n2N=C(c2cccs2)CS3)c1
  10% | -2% | 12% | 14% | 6% | -7% | 14% | i | -3
- COc1ccc(C2=CC(=O)N(Nc3ccccc3)C2=O)cc1
  16µM* | -151% | ? | -27% | -12% | 4.1µM* | ? | i | -55*
- COc1cc(C#Cc2ccc3cc(C(C)(C)O)oc(=O)c3c2)cc(OC)c1
  -14% | -30% | ? | -10% | 7% | -2% | ? | ? | -5
- O=C(Nc1ccccc1)C1Cc2c(-c3cccc(F)c3)ccnc2O1 (stereo not given)
  -16% | -6% | 4% | -12% | 0% | nt | nt | i | -63*
- CN(C)CCN(C(=O)c1ccc(Br)s1)c1nc2cc3c(cc2s1)OCCO3
  -1% | 19% | -2% | 19% | 8% | -6% | 3% | i | 8
- Cc1ccc(CNC(=O)C2CCCN(C(=O)N(C)C)C2)cc1 (stereo not given)
  6% | -9% | 3% | -6% | 1% | -11% | -4% | i | -5

Screening data from PubChem.
